GSTO1 inh – GSTO1 inhibition, counter-screen for RBBP9 inhibitors. P78417. recombinant GSTO1, activity-based probe fluorescence polarization. inhibition, % at 5.96 µM. 300,000 compounds, 1.1% hits. AID 1974;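 active means inhibition above the campaign mean inhibition plus 3 SD, cut at about 35% in these data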;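 further: 0% = GSTO1-1 with DMSO and 100% = wells lacking GSTO1-1 enzyme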
ZTA DNA inh – ZTA (EBV) inhibition in EBNA-1 counter-screen | inhibition, % at 11 µM | ZTA-DNA binding, fluorescence polarization | AID 2234 | 320,000 compounds, 0.15% hits | P03206; in the data active means inhibition above about 33%
PREPL inh – inhibits the human prolyl oligopeptidase-like enzyme | AID 2751 | Q4J6C6 | recombinant PREPL, fluorescence polarization activity-based probe | inhibition, % at 5.96 µM | 320,000 compounds, 0.68% hits; in the data active means inhibition above about 43%;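 further: 0% = enzyme with DMSO and 100% = wells lacking enzyme; many of its hits are not listed in these tables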
PAD4 FP inh – PAD4 (human) enzyme inhibition | recombinant PAD4, RCA probe fluorescence polarization | inhibition, % at 6.36 µM | 330,000 compounds, 0.41% hits;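 active means percent inhibition above a cutoff equal to the mean of all tested compounds plus 3 SD, cut at about 15% in these data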;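 further: 0% = PAD4 with RCA probe and DMSO and 100% = probe without PAD4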
Target sequence (Q9UM07 whole entry, looked up): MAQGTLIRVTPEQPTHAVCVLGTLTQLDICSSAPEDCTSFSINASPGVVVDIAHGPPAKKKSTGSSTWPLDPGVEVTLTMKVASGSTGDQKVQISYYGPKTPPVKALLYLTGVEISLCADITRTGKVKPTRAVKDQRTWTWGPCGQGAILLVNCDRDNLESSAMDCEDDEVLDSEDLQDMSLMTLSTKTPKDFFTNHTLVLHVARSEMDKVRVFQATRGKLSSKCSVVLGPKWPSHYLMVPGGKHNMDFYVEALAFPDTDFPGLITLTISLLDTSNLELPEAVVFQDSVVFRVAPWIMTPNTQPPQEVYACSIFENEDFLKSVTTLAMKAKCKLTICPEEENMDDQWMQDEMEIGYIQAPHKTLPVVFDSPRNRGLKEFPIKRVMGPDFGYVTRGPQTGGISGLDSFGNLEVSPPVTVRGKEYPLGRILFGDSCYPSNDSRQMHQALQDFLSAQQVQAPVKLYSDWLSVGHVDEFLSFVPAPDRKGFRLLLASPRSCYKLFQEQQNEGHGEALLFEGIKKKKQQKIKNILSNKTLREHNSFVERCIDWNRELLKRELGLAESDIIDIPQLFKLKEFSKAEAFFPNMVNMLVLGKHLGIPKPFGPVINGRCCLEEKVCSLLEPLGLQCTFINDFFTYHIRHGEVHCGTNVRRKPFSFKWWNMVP
PAFAH2 inh – PAFAH2 (human) inhibition; recombinant PAFAH2, FP-rhodamine activity probe, fluorescence polarization; AID 492956; inhibition, % at 3.39 µM; 340,000 compounds, 0.99% hits;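 active means inhibition above the mean over all tested compounds plus 3 SD, cut at about 30% in these data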;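 further: inhibitors block probe labeling of enzyme so polarization drops; 0% = enzyme with DMSO and 100% = wells lacking PAFAH2 protein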
LYPLA2 counter – blocks human lysophospholipase 2, a PME1 counter-screen; O95372; recombinant LYPLA2, FP-Rh probe fluorescence polarization; inhibition, % at 5.9 µM; 320,000 compounds, 0.38% hits; AID 2177;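 active means inhibition above the screen-wide mean plus 3 SD, limit set per campaign, cut at about 26% in these data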;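 further: 0% = LYPLA2 with DMSO and 100% = wells lacking LYPLA2 enzyme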
LYPLA1 inh – LYPLA1 (human) inhibition in PME1 counter-screen | O75608 | recombinant LYPLA1, FP-Rh probe fluorescence polarization | inhibition, % at 5.9 µM | 320,000 compounds, 0.16% hits | AID 2174;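 active means inhibition above the mean of all tested compounds plus 3 SD, set per campaign, cut at about 14% in these data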;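 further: inhibitors block serine hydrolase probe labeling of LYPLA1 so polarization falls; 0% = enzyme with DMSO and 100% = wells lacking LYPLA1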
Target sequence (O75608 whole entry, looked up): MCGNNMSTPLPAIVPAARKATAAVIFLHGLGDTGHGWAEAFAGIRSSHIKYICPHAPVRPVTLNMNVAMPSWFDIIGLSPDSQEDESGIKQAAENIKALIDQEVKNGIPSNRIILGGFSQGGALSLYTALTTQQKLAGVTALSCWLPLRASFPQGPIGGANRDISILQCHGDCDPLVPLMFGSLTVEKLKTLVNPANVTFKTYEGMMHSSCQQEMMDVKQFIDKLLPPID
EBNA-1 inhibitor – blocks EBNA-1 binding to DNA; EBNA-1 DNA binding, fluorescence polarization; inhibition, % at 14.8 µM; 300,000 compounds, 0.34% hits; in the data active means inhibition above about 28%
PAFAH1B3 inh – inhibitors of human PAFAH1B3; inhibition, % at 3.39 µM; 340,000 compounds, 0.28% hits; recombinant PAFAH1B3, FP-rhodamine probe, fluorescence polarization;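 active means inhibition above the screen-wide average of all tested compounds plus 3 SD, cut at about 25% in these data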;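 further: 0% = enzyme with DMSO only and 100% = wells lacking PAFAH1B3 protein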
The depositor's hits bear a star; x = no result given.

SMILES | GSTO1 inh | ZTA DNA inh | PREPL inh | PAD4 FP inh | PAFAH2 inh | LYPLA2 counter | LYPLA1 inh | EBNA-1 inhibitor | PAFAH1B3 inh
CC(=O)c1ccc(S(=O)(=O)NCc2ccc(C(=O)NCC(c3ccccc3)N(C)C)cc2)cc1 (stereo unspecified) | -3 | -1 | 0 | 3 | 14 | -7 | -6 | -1 | 9
COc1ccc(C)cc1N(C(=O)COc1cccc(F)c1)c1nc2ccccc2s1 | -1 | -11 | 6 | 1 | 1 | 0 | 0 | 0 | 1
CCn1ccnc1C(O)c1cccc(OC)c1 (stereo unspecified) | 0 | 8 | 2 | 1 | -12 | -6 | -5 | 6 | -1
O=C(Nc1cccc(C(F)(F)F)c1)C1CCN(S(=O)(=O)c2ccc(N3CCCC3=O)cc2)CC1 | -7 | -7 | -3 | 5 | -1 | -13 | -10 | -10 | 5
COC(=O)Cc1csc(Nc2ccc(Cl)cc2)n1 | 1 | 5 | -1 | -4 | 9 | 3 | -3 | 6 | -4
COc1ccccc1NC(=O)N(Cc1cc2cc(OC)c(OC)cc2[nH]c1=O)CC1CCCO1 (stereo unspecified) | -4 | 3 | 9 | -2 | -2 | 9 | 5 | 5 | 3
CCc1ccc2nc(N=C(N)N)nc(C)c2c1 | -1 | -19 | 9 | 4 | 0 | 2 | 4 | 2 | 4
CCn1c(SCc2ccc(OC)c(F)c2)nc2ccccc2c1=O | -3 | -1 | 11 | -7 | -4 | 8 | -4 | -12 | 3
COc1ccc(S(=O)(=O)N2CCN(C(=O)c3cc(C)nc4ccccc34)CC2)cc1OC | x | x | 15 | -2 | 0 | x | x | x | 10
COC(=O)CSC1=C(C#N)C(c2sccc2C)CC(=O)N1 (stereo unspecified) | -4 | 8 | -5 | 1 | 5 | 4 | -3 | -12 | 6
Cc1ccccc1CN(c1ccc(C(=O)NCc2cccnc2)cc1)S(C)(=O)=O | -2 | -8 | -12 | -2 | 4 | -2 | 0 | -10 | 13
CC(NCc1ccc(S(N)(=O)=O)cc1)C(=O)NCc1ccccc1 (stereo unspecified) | 1 | -2 | -3 | -1 | -11 | 1 | -2 | -19 | -2
COc1ccc(/C=C/C(=O)c2ccc(OC)cc2O)cc1 | -5 | 12 | 11 | 0 | 8 | -14 | -9 | 10 | -1
O=C(Cc1cccs1)N/N=C/c1ccco1 | 2 | -16 | 0 | 3 | -4 | -7 | -4 | 1 | 6
COc1ccc(NCC(=O)Nc2ccc(C#N)cc2)cc1Cl | 4 | 15 | 7 | -3 | -11 | -9 | -12 | 9 | 1
CC(=O)[C@@]1(O)[C@H](C)CC2C3CC=C4CC(OP(=O)(O)O)CC[C@]4(C)C3CC[C@@]21C (stereo partly specified) | 5 | 0 | -1 | -4 | 4 | -2 | -3 | -14 | 5
CCCCCCCC(=O)NNC(=O)CC(=O)Nc1ccccc1C(=O)O | 11 | -4 | 25 | -1 | -10 | 0 | -1 | -3 | 9
CCNc1ccccc(C(=O)/C=C/c2ccc3c(c2)OCO3)c1=O | 44* | 15 | 18 | -5 | 30* | 2 | 4 | -21 | 8
CCC(C)c1ccc(C(C)NC(=S)NCc2ccc(F)cc2)cc1 (stereo unspecified) | -6 | 7 | -1 | -3 | -2 | -34 | -11 | 9 | -5
CCN(CC)CCCNS(=O)(=O)c1ccc(OC)cc1 | 1 | -1 | 3 | -2 | -1 | 7 | -1 | -4 | 9
CC(C)(C)C(=O)NC(=S)NNC(=O)c1sc2ccccc2c1Cl | 6 | 5 | 2 | 0 | 11 | 4 | -2 | 8 | 15
O=C(Nc1ccccc1Cl)c1cc2ccccc2o/c1=N\O | -1 | 1 | 2 | -6 | -2 | 2 | -1 | 13 | 8
COc1ccc(C(=O)NCC2CCCCC2)cc1S(=O)(=O)N1CCOCC1 | x | x | 3 | -1 | -6 | x | x | x | 14
Nc1ccnn1Cc1cccnc1 | -2 | -8 | 8 | 0 | 0 | 3 | -1 | 7 | -2
N#C/C(=N/Nc1ccc(S(=O)(=O)N2CCOCC2)cc1)C(N)=O | 4 | -19 | 15 | 2 | -1 | 5 | -1 | -3 | 10
O=C(CCc1ccccc1)NNC(=O)Nc1ccc(Cl)cc1 | -1 | -4 | -5 | 1 | 4 | -3 | -3 | 10 | -1
Cc1oc2ccccc2c1CC(=O)NCCCN(C)C | -6 | 0 | 7 | 2 | x | -2 | 3 | -16 | x
Cc1cccc(NS(=O)(=O)c2cccc3nsnc23)c1 | -2 | -1 | -10 | -1 | 5 | 4 | -1 | 5 | -3
Cc1ccc(CNC(=O)C2CCC(CNS(=O)(=O)c3cccs3)CC2)cc1 (stereo unspecified) | 2 | 7 | 8 | -2 | -4 | 2 | 0 | 3 | 2
CN(c1ccccc1C(=O)Nc1ccc(S(=O)(=O)N2CCCCC2)cc1)S(C)(=O)=O | -2 | 19 | 5 | -3 | 9 | -1 | -1 | 0 | 1
N#CCCCCn1c(-c2cncs2)nc2ccccc21 | 6 | 3 | 10 | 3 | -5 | -4 | 0 | 7 | 13
N#CCSc1nnc(-c2ccc(S(=O)(=O)N3CCOCC3)cc2)n1CC1CCCO1 (stereo unspecified) | -1 | -8 | -2 | -2 | -6 | 3 | 2 | 2 | 9
CC(C)CNc1cc(N2CCCC2)ccc1[N+](=O)[O-] | -18 | 4 | 2 | 3 | -1 | 1 | -2 | 7 | -5
COc1ccc2nc(NC(=O)C3=NN(c4ccccc4)C(=O)CC3)sc2c1 | 8 | -17 | 14 | -1 | -16 | 8 | 0 | -6 | 4
COc1ccc2[nH]c(=O)c(CN(CC3CCCO3)C(=S)Nc3ccccc3)cc2c1 (stereo unspecified) | -10 | -5 | 12 | -3 | -5 | -2 | 2 | -20 | 4
CN(CCO)c1nc(NCc2ccccc2)c2cnn(C)c2n1 | 2 | 17 | 7 | -5 | 1 | -7 | -3 | -2 | 4
Cc1cc(Nc2ccccc2)n(CCO)n1 | -1 | 15 | -1 | 0 | 0 | 1 | 5 | -1 | -4
O=C1CC(N2CCN(c3nc4ccccc4s3)CC2)C(=O)N1c1cccc(F)c1 (stereo unspecified) | -5 | -7 | 17 | 1 | 1 | 4 | 2 | -6 | 9
O=C(CSc1oc(-c2cccs2)nc1S(=O)(=O)c1ccc(F)cc1)NCC1CCCO1 (stereo unspecified) | 3 | -8 | 16 | -1 | 7 | 0 | 0 | -2 | 3
Cc1cc(C)c(-c2cc(NC(=O)COC(=O)c3ccc(C#N)cc3)n(-c3ccccc3)n2)cc1C | -4 | -6 | 3 | 2 | -8 | -25 | -16 | -6 | -16
Cc1ccc(OC(C)C(=O)Nc2ccc3c(c2)n(C)c(=O)n3C)cc1C (stereo unspecified) | 6 | -9 | 15 | 0 | -2 | 4 | 0 | -6 | 2
CCn1c(=O)cc(SCC(=O)Nc2ccc3c(c2)OCO3)c2ccccc21 | -4 | -17 | 7 | -1 | -2 | 4 | 0 | -4 | -3
Cc1c(C(=O)N/N=C/c2ccccc2)sc(=S)n1C | 6 | -11 | 1 | 0 | 0 | -4 | -5 | -7 | 10
CCc1cc(=O)oc2cc(C)cc(OCC(C)=O)c12 | -9 | -4 | 11 | -6 | x | 3 | 0 | -4 | x
CCOC(=O)c1ccc(NC(=S)N(CCCN2CCCC(C)C2)Cc2ccco2)cc1 (stereo unspecified) | 6 | 6 | -4 | -2 | 4 | 9 | -1 | 2 | 7
O=C(NCc1cccc(Cl)c1)c1ccc2ccccc2n1 | -2 | 4 | -21 | 0 | 6 | -4 | -2 | 5 | -5
CSc1nsc(/C=C/Nc2ccc(O)cc2C)c1C#N | 69* | -4 | 24 | 29* | 22 | 30* | 22* | 4 | 14
C=CCOC(=O)C1=C(C)Nc2nnnn2C1c1cccc(OC)c1OC (stereo unspecified) | 7 | 7 | -2 | -4 | 0 | -2 | 0 | 3 | 13
COc1ccc(C(=O)Nc2ccccc2Cc2ccccc2)c(OC)c1 | -5 | -8 | -7 | 4 | -13 | 0 | -3 | -12 | 3
CC(/C=C1\NC(=S)NC1=O)=C\c1ccccc1 | 1 | 1 | -46 | -3 | 3 | 1 | -1 | -10 | 11
Cc1onc(-c2ccccc2)c1C(=O)N/N=C/c1cn(C)c2ccccc12 | -6 | -6 | 8 | -3 | 2 | -2 | 1 | -1 | 8
Cc1nc2ccccc2nc(C)c1=NOCc1cccc(Cl)c1 | -2 | -6 | -4 | -7 | -1 | 7 | 4 | 0 | 6
CCN(CC)S(=O)(=O)c1ccc2c(c1)nc(SCC(N)=O)n2-c1ccc(OC)cc1 | -5 | -10 | 6 | -2 | 2 | -4 | -3 | -3 | 0
CCOC(=O)C1CCCN(C(=O)c2ccc(Cl)cc2)C1 (stereo unspecified) | 1 | -1 | -4 | -13 | -3 | 6 | 1 | -8 | 7
N#Cc1ccc(/C=C\c2nccc3c2[nH]c2ccccc23)cc1 | -22 | 10 | 9 | -1 | -10 | -25 | -16 | 4 | 3
O=[N+]([O-])c1ccc2nc(-c3ccccc3[N+](=O)[O-])[nH]c2c1 | 2 | 5 | 15 | -2 | -5 | -4 | -2 | 3 | 3
CC(C)CC(=O)Nc1ccc(C(=O)COc2ccc(-c3nnco3)cc2)cc1 | 0 | -4 | -4 | -7 | -7 | 25 | -6 | 6 | -3
Cn1c(=O)c2c(nc(Cl)n2CCOc2ccccc2)n(C)c1=O | -1 | 3 | 12 | 0 | -3 | -2 | 3 | 3 | 3
COc1cc(-c2noc(C)c2C(=O)NCCc2cccs2)cc(OC)c1OC | x | x | 17 | -2 | 6 | x | x | x | 7
O=C(CN1C(=O)NC(Cc2c[nH]c3ccccc23)C1=O)NCCc1ccccc1 (stereo unspecified) | 2 | -8 | -10 | 1 | 3 | -8 | 0 | -17 | -4

Later entries.
SMILES | GSTO1 inh | ZTA DNA inh | PREPL inh | PAD4 FP inh | PAFAH2 inh | LYPLA2 counter | LYPLA1 inh | EBNA-1 inhibitor | PAFAH1B3 inh
O=S(=O)(c1ccc(Cl)cc1)n1cccn1 | -2 | 2 | -4 | 0 | 7 | 3 | 6 | 10 | 11
COC(=O)C1C(O)=C(C=NCc2ccccc2)C(=O)CC1(C)C (stereo unspecified) | 6 | -3 | 0 | 8 | -2 | -7 | 2 | 10 | 3
O=C(CSc1ncnc2scc(-c3ccccc3)c12)N1CCN(c2ccccc2F)CC1 | -6 | -1 | -1 | -2 | 11 | -7 | 0 | -17 | 3
CC(C)CN(C(=O)C1COc2ccccc2O1)c1c(N)n(CC(C)C)c(=O)[nH]c1=O (stereo unspecified) | x | -2 | 13 | -3 | 2 | 4 | 1 | x | 7
CCn1c(SCc2ccccc2Cl)nc2ccccc21 | 1 | -16 | -6 | -5 | 1 | 1 | -1 | -8 | 7
Cc1cc(C)n2nc(C(=O)Nc3c(C)nn(Cc4ccc(F)cc4)c3C)cc2n1 | 5 | -12 | 14 | -4 | 1 | 3 | 8 | 3 | 6
CC1(C)CC(=O)C(CC(=O)NC2CCCc3ccccc32)C(=O)C1 (stereo unspecified) | 9 | -1 | 3 | -8 | 10 | 4 | 3 | 13 | 13
CN(c1ccc(C(=O)COC(=O)C2CC2)cc1)S(C)(=O)=O | x | x | -4 | 0 | 5 | x | x | x | 11

A draw from above in order of SMILES length, low to high.
SMILES | GSTO1 inh | ZTA DNA inh | PREPL inh | PAD4 FP inh | PAFAH2 inh | LYPLA2 counter | LYPLA1 inh | EBNA-1 inhibitor | PAFAH1B3 inh
CCn1c(SCc2ccccc2Cl)nc2ccccc21 | 1 | -16 | -6 | -5 | 1 | 1 | -1 | -8 | 7
CN(c1ccc(C(=O)COC(=O)C2CC2)cc1)S(C)(=O)=O | x | x | -4 | 0 | 5 | x | x | x | 11
O=C(CSc1ncnc2scc(-c3ccccc3)c12)N1CCN(c2ccccc2F)CC1 | -6 | -1 | -1 | -2 | 11 | -7 | 0 | -17 | 3

Screens: PubChem BioAssay, The Scripps Research Institute Molecular Screening Center

This is a subset (hit frequency here may not be typical).
